SUMO HTRF inh: blocks human SUMOylation mediated by UBC9. HTRF SUMOylation assay, SAE1/SAE2 + UBC9, in vitro. 290,000 tested, 0.36% active. inhibition, % at 35 µM; in the data active means inhibition above about 50%, passing the limit was not always enough; further: strong numbers were not always called active
Target sequence (P63279 whole entry, looked up): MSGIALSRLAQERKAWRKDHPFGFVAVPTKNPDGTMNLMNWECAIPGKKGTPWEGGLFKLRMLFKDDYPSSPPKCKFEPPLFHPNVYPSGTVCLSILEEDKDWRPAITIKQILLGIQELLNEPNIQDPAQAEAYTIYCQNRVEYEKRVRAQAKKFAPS
NS3 helicase inh: blocks Hepatitis C virus NS3 helicase unwinding | NS3 helicase DNA unwinding, Cy5 molecular beacon fluorescence | inhibition, % at 10.9 µM | 290,000 tested, 0.56% active | AID 1800;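 active means inhibition above the mean of all tested compounds plus 3 SD, set per campaign, cut at about 35% in these data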;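 further: 0% = DMSO wells and 100% = thioflavine S control wells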
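System: NS3 helicase fragment of HCV / Schedule: 1 h at 25 °C / Control set: DMSO alone as 0% and 110 µM thioflavine S as 100% / Reagent: Cy5/quencher beacon DNA duplex and ATP to start / Technique: Cy5 fluorescence / Replication: singlicate / Evaluation: % inhibition of end-to-start signal ratio versus controls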
IMP-1 inh: inhibitors of Pseudomonas aeruginosa IMP-1 metallo-beta-lactamase; inhibition, % at 5.6 µM; 290,000 tested, 0.45% active; purified IMP-1, nitrocefin hydrolysis, epi-absorbance fluorescence;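 active means inhibition above the mean plus 3 SD of all compounds in the same screening run, cut at about 4.5% in these data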;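 further: 0% = IMP-1 with DMSO and 100% = DMSO wells lacking enzyme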
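Material – recombinant IMP-1 enzyme, purified · Amount – IMP-1 0.2 nM before substrate addition · Medium – HEPES buffer pH 7.1 with ZnSO4 and Brij 35 · Timing – 25 °C, 15 min preincubation, 25 min reaction · Measured by – plate fluorescence quenching by hydrolysis product, ex 480/em 530 nm · Read-out – percent enzyme inhibition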
FID counter: displaces DNA intercalator in HCV helicase counter-screen; DNA fluorescent intercalator displacement, fluorescence; inhibition, % at 7.9 µM; 290,000 tested, 0.17% active; in the data active means inhibition above about 37%;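 further: 0% = vehicle and 100% = reference compound; higher means more ethidium bromide displaced from hairpin DNA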
VIM-2 inh: inhibitors of Pseudomonas aeruginosa VIM-2 metallo-beta-lactamase. purified VIM-2, nitrocefin hydrolysis, epi-absorbance fluorescence. inhibition, % at 5.6 µM. 290,000 tested, 0.89% active. AID 1527;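 active means inhibition above the mean of all tested compounds plus 3 SD, cutoff set per screening run, cut at about 7.5% in these data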;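 further: red hydrolysis product quenches plate fluorescence so inhibitors raise well fluorescence; 0% = enzyme with DMSO and 100% = DMSO without enzyme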
NALP1 inh: NALP1 inhibition; inhibition, % at 10 µM; 280,000 tested, 0.61% active; S. cerevisiae NALP1/ASC/caspase-1 growth, X-gal OD620, 72 h; AID 2071; in the data active means inhibition mostly above about 24%, no sharp cut-off; inactive means mostly below about 32%; further: some compounds called inactive have numbers as strong as hits
MEKK2wt PB1 HTS: raises or lowers MEK5 binding to wildtype human MEKK2 PB1 domain; 290,000 tested, 1.1% active; bead flow cytometry, Alexa488-MEK5 binding to MEKK2 WT; actives lie on both sides; AID 1531; binding response (% of control), % at 10 µM; Q9Y2U5; in the data active means binding response below about 67% or above about 130%
PfM18AAP inh: PfM18AAP enzyme inhibition; recombinant PfM18AAP, H-Glu-NHMec fluorogenic cleavage; 290,000 tested, 1.2% active; inhibition, % at 7.35 µM; AID 1822;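 active means inhibition above the campaign mean inhibition over all tested compounds plus 3 SD, cut at about 28% in these data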;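 further: 0% = plate median of test compound wells and 100% = 2 mM ZnCl2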
MEKK2 mut-MEK5: signal of MEK5 binding to mutant human MEKK2 PB1 domain; bead flow cytometry, Alexa488-MEK5 binding to MEKK2 mutant; percent response, % at 10 µM; 290,000 tested, 0.35% active; in the data active means percent response above about 24%, passing the limit was not always enough; further: inactives centre near 1; some results filed as inactive read as strong as hits
Active calls of the source: *; nt = not tested or not shown.

nr	SMILES	NALP1 inh	IMP-1 inh	PfM18AAP inh	VIM-2 inh	MEKK2wt PB1 HTS	FID counter	MEKK2 mut-MEK5	SUMO HTRF inh	NS3 helicase inh
1	Clc1ccc(-c2ccnc(Oc3cc(Cl)ccc3Cl)n2)cc1	-1	-3.1	1	0.5	101	-3	5	-10	4
2	CSc1ccc2nnc(-c3cccc(F)c3)n2n1	-1	0.4	-10	10.0*	99	-8	0	25	5
3	CC1CCC(N2CCNCC2)CC1 (stereo not drawn)	-5	0.9	1	0.5	90	11	-14	-5	-9
4	CC(C)(C)OC(=O)N1CCC(c2c(C(=O)NCC3CCN(C4CCCC4)C3)cnn2-c2cccc(Cl)c2)CC1 (stereo not drawn)	20	-4.5	3	-0.7	123	23	11	14	-37
5	Nc1cc(Cl)nc(N/N=C/c2c(O)ccc3ccccc23)n1	29	-2.0	16	-2.9	105	4	0	4	-19
6	Cc1ccccc1Cn1nc(C)c(NC(=O)c2noc3c2CCc2ccccc2-3)c1C	33	-2.4	0	-4.3	97	-34	-3	-33	-19
7	CCN(Cc1ccccc1)S(=O)(=O)c1c(C)[nH]c(C)c1C(=O)N1CCCCC1	-3	-3.2	2	-0.1	93	-45	0	12	1
8	CC1CCN(c2nc3ccc(C(=O)N4CCN(Cc5ccc6c(c5)OCO6)CC4)cc3s2)CC1	-1	-3.0	-7	-3.9	nt	-14	nt	-17	0
9	Cc1ccccc1Cn1cc(NC(=O)c2noc3c2CC(C(C)(C)C)CC3)cn1 (stereo not drawn)	3	0.3	-9	-0.1	96	-4	-4	-32	6
10	CCc1ccc(-c2cc(C(=O)NCc3ccccn3)c3ccccc3n2)cc1	8	0.0	-12	2.7	96	-21	-3	13	-4
11	Cc1ccc(/C=C2\SC(=S)N(NS(=O)(=O)c3ccc(C)cc3)C2=O)cc1	-5	-1.9	5	-2.6	106	-24	3	33	29
12	CCn1c(SCC(=O)NC2CC2)nnc1C(C)Oc1ccccc1 (stereo not drawn)	5	-4.4	-2	-2.0	102	-12	6	-1	-6
13	Cc1ccc2oc(C(=O)N(Cc3ccccc3)C3CCS(=O)(=O)C3)c(C)c2c1 (stereo not drawn)	-6	-1.6	3	-2.5	94	-26	-6	-6	-17
14	CC(=O)NCc1ccc(C(=O)CCl)cc1	17	-3.5	4	-3.1	97	1	-3	7	2
15	COc1cc(OC)cc(C(=O)Nc2cccc(NC(=O)c3ccccc3)c2)c1	9	-3.0	4	0.0	102	-21	4	-19	-2
16	CCOc1ccc(NC(=O)NC(=O)N(C(C)C)S(C)(=O)=O)cc1	-4	-1.9	0	-2.3	99	1	1	4	-1
17	CCOC(=O)C1CCN(S(=O)(=O)c2ccc(C)c(C)c2)CC1	-8	-4.3	3	-4.9	89	-23	-13	-11	-1
18	O=C(NCc1ccc(Cl)cc1)c1ccncc1	12	-4.1	-2	-0.6	102	2	1	-2	-16
19	Cc1c(Br)c([N+](=O)[O-])nn1C(C)C(=O)N1CCc2ccccc2C1 (stereo not drawn)	3	-4.3	15	-2.4	97	-11	12	0	15
20	CCC(=O)N(Cc1cc(=O)[nH]c2ccccc12)c1ccc(OC)cc1	22	-2.2	4	-2.9	107	-26	6	5	2
21	O=C(COc1cc(=O)n2c(n1)SCCC2)c1ccccc1	-6	-4.9	0	-0.4	113	-6	7	13	8
22	Cc1ccc(CCS(=O)(=O)c2ccc(C(C)(C)C)cc2)cn1	15	-0.7	-5	2.4	104	-20	0	-11	-4
23	COc1ccc(CCN=Cc2c(C)[nH]n(-c3ccc([N+](=O)[O-])cc3)c2=O)cc1OC	23	0.8	-5	-2.2	77	-2	-12	18	-1
24	COc1ccc(C(=O)NCC(=O)N/N=C/c2c(C)[nH]c3ccccc23)cc1OC	-4	-0.4	-11	-1.8	86	-13	-16	11	-2
25	COc1ccc(-c2cn3cccnc3n2)cc1Br	52	-1.9	-2	1.9	93	2	-5	33	5
26	CCCOc1ccc(CNC(=O)C2CCN(c3nn4c(=O)cc(C)nc4s3)CC2)cc1	-3	-1.3	4	-2.5	109	-37	11	12	-1
27	CCn1c(CNC(=O)c2ccccc2)nnc1SCC(=O)N1CCN(c2ccccc2)CC1	6	-1.5	-5	1.1	94	-29	-4	-11	-3
28	COC(=O)C1=C(N)Oc2cc(C)n(C)c(=O)c2C1c1ccc(Cl)cc1 (stereo not drawn)	16	-1.4	-3	0.0	95	-1	-3	18	-3
29	COc1cc2[nH]c(C(=O)Nc3ccc(F)cc3)cc2c(OC)c1OC	14	-2.7	10	-2.2	108	-23	10	18	-12
30	Cc1ccc(C)n1-c1ccc(C(=O)NC2CCN(Cc3ccccc3)CC2)cc1	15	-2.0	3	-1.8	120	-10	5	23	-25
31	COc1ccc(C(=O)Nc2cccc(OC(=O)c3ccco3)c2)cc1	0	-3.8	2	-2.5	98	-18	2	2	-6
32	Cc1ccc(CSCc2ccc(C(=O)O)o2)cc1	-3	-1.6	9	-1.8	105	-9	2	-9	5
33	Cc1ccc(OCC(=O)Nc2ccccc2Sc2ccccc2)c([N+](=O)[O-])n1	28	-4.6	2	-2.4	104	1	-1	-3	-4
34	O=[N+]([O-])c1cccc(C=Nc2cccc3ccccc23)c1O	19	1.9	15	-1.0	99	8	0	51*	28
35	Cc1noc(C)c1S(=O)(=O)Nc1ccc(C(=O)NCCc2ccccc2)cc1	0	0.1	-2	-1.0	100	-13	4	1	0
36	CCC(c1nnnn1Cc1ccco1)N(Cc1cc2cc(OC)ccc2[nH]c1=O)C1CCCCC1 (stereo not drawn)	14	-2.3	12	0.0	92	-20	-2	21	21
37	CC(=O)NC(=S)NNC(=O)CCc1ccccc1	6	-2.3	7	-1.7	105	-1	0	-22	-5
38	Cn1c(=O)c(C(=O)CN2CCCc3ccccc32)c(N)n(Cc2ccccc2)c1=O	11	-1.7	-1	1.7	105	-3	6	31	-34
39	CC/C(=N\O)c1ccc(OC)c(OC)c1	20	-0.1	-3	-0.9	97	0	2	-10	-2
40	COc1ccc(C2OC(=O)CC2C(=O)NCc2ccccc2Cl)cc1OC (stereo not drawn)	4	-0.8	-8	0.2	93	-10	-2	4	-3

Results in FID counter, for some of the entries so far:
| no. | Compound | FID counter |
| --- | --- | --- |
| 23 | COc1ccc(CCN=Cc2c(C)[nH]n(-c3ccc([N+](=O)[O-])cc3)c2=O)cc1OC | -2 |
| 24 | COc1ccc(C(=O)NCC(=O)N/N=C/c2c(C)[nH]c3ccccc23)cc1OC | -13 |
| 25 | COc1ccc(-c2cn3cccnc3n2)cc1Br | 2 |

The list continues.
nr	SMILES	NALP1 inh	IMP-1 inh	PfM18AAP inh	VIM-2 inh	MEKK2wt PB1 HTS	FID counter	MEKK2 mut-MEK5	SUMO HTRF inh	NS3 helicase inh
41	CCOC(=O)COc1ccc(S(=O)(=O)N2CCc3ccccc3C2)cc1	40	-3.1	3	0.5	95	-24	-1	-14	1
42	Cc1c2c([n+]3n1CCC3)CC(C)(C)CC2=O	21	-0.9	-12	-0.7	95	-6	-5	-2	-1
43	CCCCn1c(=O)c2ccccc2c2ccccc2c1=O	14	-4.2	-7	0.0	99	6	7	8	3
44	CCC1CCCCN1CCCNS(=O)(=O)c1ccc2c(c1)oc(=O)n2C (stereo not drawn)	14	0.1	2	0.7	103	11	-4	-12	16
45	CCOC(=O)C1=C(C)NC(=O)NC1/C=C/c1ccccc1 (stereo not drawn)	9	-1.5	-8	-0.2	90	-3	-9	8	8
46	CCc1c(C)nc2cc(-c3ccc(Cl)cc3)[nH]n2c1=O	12	-5.8	4	-4.4	100	-15	2	4	7
47	Cc1ccc(NC(=O)Nc2ccc(Cl)c(Cl)c2)nc1	24	-2.7	-7	-0.2	96	-2	-6	22	18
48	COc1cc(/C=C/C(=O)c2c(O)cc(C)oc2=O)cc(OC)c1O	-10	-2.3	42*	-3.3	106	-21	5	16	7
49	O=C(CSc1ccc2nnc(-c3cccc(F)c3)n2n1)NCc1ccco1	-2	0.2	-2	2.0	109	-4	6	36	11
50	O=C(CSc1ncn[nH]1)NCCC(c1ccccc1)c1ccccc1	11	-2.5	6	-2.7	102	-6	4	16	-2
51	CCN(C(=O)c1cc2c(C)nc3ccccc3c2o1)c1cc(Cl)ccc1OC	nt	-0.7	-13	1.6	94	-26	-4	14	-24
52	O=C(CN1CCN(c2ccccc2)CC1)Nc1ccc2c(c1)CCC2	49	-2.8	1	-1.5	133	-4	4	-17	-16
53	CC(C)[C@H](NC(=O)C1CC(=O)N(c2ccc3c(c2)OCO3)C1)C(=O)NC1CCCC1 (stereo partly drawn)	-4	-3.8	15	-2.5	98	-17	-1	5	14
54	COC(=O)c1ccccc1NC(=O)c1cc(-c2cccs2)on1	19	-5.6	-3	-2.3	100	4	2	6	8
55	O/N=C\c1cnc(N2CCN(c3ccccc3)CC2)s1	6	-2.0	5	5.7	97	-16	0	-6	10
56	COc1cccc(NC(=O)CSc2nc3ccccc3n2C)c1	23	-0.6	-1	2.1	95	-11	-7	12	-4
57	Cc1c(NS(=O)(=O)c2ccc(C(=O)NCc3ccccc3)cc2)c(=O)n(-c2ccccc2)n1C	2	-2.0	-8	-0.9	98	-16	0	8	-2
58	CC(C)(C)NC(=O)COc1ccc2oc3c(c2c1)CCCC3	-3	-3.5	-4	-0.7	99	-35	-1	4	9
59	CCOC(=O)COc1ccc(S(=O)(=O)Nc2ccc3c(c2)OCCO3)cc1	27	-2.8	5	-2.1	97	-6	2	-8	-1
60	CN1C(=O)C2C(c3ccc(N(C)C)cc3)NN(Cc3ccccc3)C2C1=O (stereo not drawn)	0	-2.1	9	-3.4	95	-16	-4	3	-2
61	COc1ccc(-c2nnc3c4ccccc4c(C)nn23)cc1S(=O)(=O)N1CCN(CCO)CC1	-7	-5.6	5	27*	96	1	-5	17	-7
62	COCCC(=O)N1CCCC(C(=O)c2ccc(Oc3ccccc3)cc2)C1 (stereo not drawn)	2	-1.9	5	-3.3	97	-23	-8	-3	-7
63	Cc1ccc(C2=NN(C(=O)c3ccco3)C(O)(C(F)(F)F)C2)cc1 (stereo not drawn)	-5	-3.2	-4	0.4	88	-14	-9	15	8
64	CCCN1CCC(NC(=S)Nc2ccc([N+](=O)[O-])cc2)CC1	3	-1.8	-5	2.0	115	14	8	14	5
65	NS(=O)(=O)c1ccc(NC(=O)c2ccccc2Cl)cc1	20	-4.0	0	-3.7	99	-3	-2	15	-10
66	N#Cc1c2n(c3c(=O)n(Cc4ccccc4Cl)cnc13)CCCCC2	-6	-5.6	-3	-5.0	104	-11	10	14	-5
67	Cc1ccc(NC(=O)Cn2cccc2)cc1	0	-2.9	-11	-1.9	87	-8	-14	5	-2
68	O=S(=O)(Nc1ccc(-n2cccc2)cc1)c1ccc(F)cc1	11	-0.8	-3	-1.0	99	-6	-5	-18	4
69	CC(OC(=O)c1ccncc1)C(=O)NC1CCCC1 (stereo not drawn)	14	-3.3	-7	-1.5	103	0	6	5	0
70	O=c1[nH]c(COc2ccc(Cl)cc2Cl)nc2ccccc12	5	-2.9	0	-1.5	97	-21	-2	2	1

Screens (PubChem)
